D1 potentiator: human D1 dopamine receptor positive modulation; 360,000 compounds, 0.036% hits; HEK293 TREx D1 cells, calcium flux, dopamine EC20 potentiation; potentiation, % at 10 µM; P21728; in the data active means potentiation above about 30%; further: 0% is about no effect
Target sequence (P21728 whole entry, looked up): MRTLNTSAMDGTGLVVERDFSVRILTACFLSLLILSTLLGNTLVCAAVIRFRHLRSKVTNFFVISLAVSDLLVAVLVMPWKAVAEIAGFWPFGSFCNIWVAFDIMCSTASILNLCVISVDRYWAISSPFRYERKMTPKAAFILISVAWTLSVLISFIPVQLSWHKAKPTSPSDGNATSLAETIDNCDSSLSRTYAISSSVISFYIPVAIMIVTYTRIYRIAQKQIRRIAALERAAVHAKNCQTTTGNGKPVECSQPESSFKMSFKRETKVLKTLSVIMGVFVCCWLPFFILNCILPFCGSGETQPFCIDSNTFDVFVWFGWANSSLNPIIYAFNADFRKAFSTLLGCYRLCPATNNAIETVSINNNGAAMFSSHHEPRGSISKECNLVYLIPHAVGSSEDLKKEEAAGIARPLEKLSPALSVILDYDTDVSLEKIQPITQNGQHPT
RXFP1 antag: RXFP1 (human) relaxin receptor antagonism; 350,000 compounds, 0.59% hits; activity change, negative = inhibition, % at 57.5 µM; HEK293-RXFP1, relaxin-stimulated cAMP HTRF, 30 min; active compounds read low;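 active means activity change of -60% or lower, but not beyond a set lower limit; inconclusive means change between -60% and -40%, or beyond the set limit; inactive means change above -40%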; further: on the % scale 0 is the no-effect control and ±100 the full control effect
RXFP1 agonist: RXFP1 (human) receptor agonism; 370,000 compounds, 0.3% hits; HEK293T-RXFP1 cAMP TR-FRET, 30 min; response scale: percent of porcine relaxin response, buffer zero; Potency, µM (highest dose often 57.5 µM), for inactives: top-dose activation, actives largely listed as activators; Q9HBX9; further: potency means the concentration at half of the fitted maximal effect; on the % scale 0 is the no-effect control and ±100 the full control effect; nearly all actives have a fitted effect of over 60% in size; many of its hits are not listed in these tables
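cAMP rise read by TR-FRET after 30 min, 37C compound exposure (up to 58 uM) in RXFP1-transfected HEK293 cells with Ro 20174 present. EC50 from Hill-equation fits, with 29 nM porcine relaxin as 100% and buffer as basal.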
D1 antag: antagonists of human D1 dopamine receptor; P21728; 360,000 compounds, 3.2% hits; HEK293 TREx D1 cells, calcium flux, dopamine EC80; active compounds read low; activity change, negative = inhibition, % at 10 µM; in the data active means activity change below about -30%; further: on the % scale 0 is the no-effect control and ±100 the full control effect
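Using tetracycline-induced force-coupled D1 Hek293 cells and a calcium dye, signals were followed for 180 s after compound, then for 180 s after EC80 dopamine, to detect inhibitors.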
TRHR PAM: TRH receptor (human) allosteric enhancement; enhancement, % at 2 µM; 360,000 compounds, 0.66% hits; TRHR cells, fluo-8 calcium fluorescence, EC20 TRH enhancement; in the data active means enhancement above about 30%; further: 0% is about no effect
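Enhancer read-out: after compound pinning and an initial kinetic agonist-mode read, an EC20 of TRH (10 nM final) was injected and fluo-8 calcium signal (Ex 480/Em 530) followed at 1 s/cycle for 100 cycles in TRHR-expressing cells.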
TRHR agonist: activates the human TRH receptor. TRHR cells, calcium flux fluo-8, FDSS agonist mode. P34981. 360,000 compounds, 0.18% hits. activation, % at 2 µM; in the data active means activation above about 30%; further: 0% is about no effect
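TRHR-expressing cells loaded with fluo-8 calcium dye; 23 nL library compound pin-transferred, kinetic FDSS fluorescence (Ex 480/Em 530) recorded about 180 s for agonist-induced calcium release, before a 10 nM TRH EC20 addition for potentiator mode.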
D1 agonist: human D1 receptor agonism. P21728. HEK293 T-REx D1 cells, calcium flux, agonist mode. activation, % at 2 µM. 360,000 compounds, 1% hits. AID 504660; in the data active means activation above about 30%; further: 0% is about no effect
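Tetracycline-induced HEK293 TREx D1 cells, force-coupled to calcium signalling, were dye-loaded with a no-wash calcium kit. Compound was pin-added after a 10 s baseline. Fluorescence was read kinetically at 1 cycle/s for 180 s, with calcium rises flagged as agonism.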
D2 potentiator: positively modulates the human D2 dopamine receptor allosterically; AID 485347; P14416; 340,000 compounds, 0.34% hits; potentiation, % at 10 µM; HEK293 T-REx D2, calcium flux, EC20 dopamine potentiation;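 active means potentiation over 3 SD above the plate norm, cut at about 30% in these data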; further: 0% is about no effect
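Potentiation of an EC20 dopamine calcium response is measured in a force-coupled, tetracycline-inducible Hek293 Trex D2 line. Compound-only kinetic reads over 180 s flag agonists before dopamine addition.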
Apoferritin bind: candidate novel general anesthetic via apoferritin binding | 350,000 compounds, 0.074% hits | apoferritin/1-aminoanthracene competitive binding, fluorescence | P02791 | Potency, µM (top dose mostly 77.5 µM), for the others: at the top dose activity change, negative = displacement, usual class: inhibitors; further: potency means the concentration at half of the fitted maximal effect; on the % scale 0 is the no-effect control and ±100 the full control effect; nearly all actives have a fitted effect of over 20% in size
Target sequence (P02791 2-175 limits assumed): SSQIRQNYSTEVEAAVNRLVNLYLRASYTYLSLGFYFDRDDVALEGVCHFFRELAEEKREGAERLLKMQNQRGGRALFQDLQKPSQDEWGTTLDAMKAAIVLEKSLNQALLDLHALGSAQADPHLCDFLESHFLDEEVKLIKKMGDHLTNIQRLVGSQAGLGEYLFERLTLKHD
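Steps: apoferritin (10 uM) was premixed with half-saturated 1-AMA in PBS, compounds were pin-transferred, plates stood 10 min at room temperature, fluorescence was read at 380/535 nm, and curves were fitted with a Hill equation.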
An asterisk follows results filed as active; ? = inconclusive; · = not tested or not shown; & = joins results of further samples; [ ] = dose if it differs, or a comment. Unless noted, the call rests on the fitted dose curve; in most records, active means well fitted curve in the direction sought with a large enough effect; inconclusive means small, poorly fitted or top-dose-only effect, or another doubt; inactive means no such curve, though single readings can be large; an effect the other way counts as inactive or inconclusive. Not all compounds are listed; rates above refer to the full screens.

No.	SMILES	Apoferritin bind	D1 potentiator	RXFP1 antag	TRHR PAM	D1 antag	TRHR agonist	D2 potentiator	D1 agonist	RXFP1 agonist
1	O=C(O)COc1ccc(F)cc1Br	-2.6%	-4.2	7.0	-1.8	-26.4	0.6	3.3	1.3	-1.3%
2	Nc1ncnc2c1ncn2CCNCCc1ccccc1	-2.8%	-2.8	-2.5	-1.5	-18.7	0.3	5.3	2.0	1.9%
3	Clc1ccc(-c2ccccc2)cn1	·	-0.8	·	5.0	-5.0	-0.4	-2.2	1.5	-3.3%
4	CC(=O)c1ccc(NC(=S)Nc2cccc3cnccc23)cc1	-11.1%	-3.8	-22.1	2.3	5.2	-0.1	-10.7	2.7	2.9%
5	O=C(c1ccc2c(c1)CCN2S(=O)(=O)c1ccc(Cl)cc1)N1CCN(c2ccc(F)cc2)CC1	44.6%[activator]	1.9	-5.2	-3.7	-3.6	0.7	10.7	0.2	-1.3%
6	Cc1cc(Cl)ccc1OCC(=O)NCC(c1cccs1)N1CCOCC1 (stereo not drawn)	·	-8.2	-20.6	-2.8	-7.0	-0.3	0.0	5.6	2.1%
7	COCCNC(=O)CCSc1nc(-c2ccc(OC)cc2)cc(C(F)(F)F)n1	-7.8%&-11.7%	-4.3&-3.5	-7.6	-12.1&1.9	-1.9&4.0	-0.7&-0.8	4.2	1.7&0.8	18.7%&0.0%
8	Cc1cc(F)ccc1N1CCC(N2CCN(C)C(CCO)C2)CC1 (stereo not drawn)	-9.6%	-12.2	-9.9	-1.3	-24.1	0.5	-2.0	1.5	-2.7%
9	Cc1ccccc1CNC(=O)c1cnc2sc(N3CCOCC3)nn2c1=O	-2.1%	-3.1	-7.3	1.9	11.9	-0.1	-11.4	0.7	5.1%
10	CC(OC(=O)CCCN=C1NS(=O)(=O)c2ccccc21)C(=O)NC1CCCCC1C (stereo not drawn)	-6.4%	4.2	-10.6	3.5	3.9	0.0	-2.3	0.7	0.7%
11	O=C(c1cnn(Cc2ccccc2)c1)N1CCN(S(=O)(=O)/C=C/c2ccccc2)CC1	·	-5.7	2.3	-3.1	1.9	0.2	-1.8	10.9	0.7%
12	Cc1cc(Cl)ccc1OCC(O)CN1C(C)CCCC1C (stereo not drawn)	-11.5%	-0.6	·	-0.7	-15.6	1.6	0.2	14.2	0.1%
13	COc1cccc(CNC(=O)CN(C)S(=O)(=O)c2cnc[nH]2)c1	-11.0%	-0.6	-11.0	8.2	-3.4	0.5	2.0	2.1	-3.1%
14	COC(=O)[C@H](CCSC)NC(=O)Nc1ccc(OC)c(Cl)c1	-12.2%	-3.5	-7.2	-3.5	0.1	-1.9	0.5	5.5	1.7%
15	CC(C)(C)OC(=O)C(Cc1ccc(OC(C)(C)C)cc1)NC(=O)CNC(=O)CNC(=O)OCc1ccccc1 (stereo not drawn)	6.7%	-2.5	-14.4	25.6	3.4	-0.1	-1.8	1.7	0.2%
16	Nc1ccc(O)c([N+](=O)[O-])c1	·	5.5	?	2.8	·	0.1	-4.0	-1.1	-3.5%
17	CCOC(=O)C1=C(Cn2ccc(C(F)(F)F)n2)NC(=O)NC1c1ccc2c(c1)OCO2 (stereo not drawn)	-9.5%	0.9	-5.3	-0.7	4.7	-0.4	3.8	0.5	2.0%
18	Cc1cc(C)c2sc(N(CCCN(C)C)C(=O)c3ccc(S(=O)(=O)N(C)Cc4ccccc4)cc3)nc2c1	·	-4.4	?	2.0	31.6	1.3	-14.9	4.1	0.7%
19	NC(=O)[C@@H]1CCCN1Cc1c(C(=O)N2CCc3ccccc3C2)nc2ccc(Cl)cn12	-12.5%	-1.2	-0.3	7.2	0.9	0.4	-6.7	2.8	3.1%
20	COc1cc(C2C(C#N)=C(N)OC3=C2C(=O)CC(C)(C)C3)cc([N+](=O)[O-])c1O (stereo not drawn)	-1.2%	-5.0	16.2	-1.6	4.6	0.3	-11.4	-0.5	2.4%
21	O=C(CCCCn1c(=S)[nH]c2ccsc2c1=O)NCc1ccc2c(c1)OCO2	?	-4.3	-31.3	-0.1	-6.1	-0.2	-0.5	0.9	4.8%
22	Cc1ccc(N2CC(C(=O)NNC(=O)c3ccc(F)cc3)CC2=O)cc1 (stereo not drawn)	·	-2.2	2.9	-1.5	0.6	0.2	-4.9	1.1	0.6%
23	CCOC(=O)c1cnc2c(ccc3ccccc32)c1Nc1cccc(OC)c1	-10.4%	-1.9	-3.7	0.9	37.8	1.1	5.5	12.0	-0.8%
24	Cc1cccc(-c2n[nH]c(=S)n2Cc2ccccc2)c1	-16.0%	-11.3	-13.4	-6.6	-25.6	-0.1	3.1	1.7	-1.1%
25	O=C(NCCc1ccccc1)c1ccc(-n2cnnn2)cc1	-4.8%	-11.8	-18.6	-6.8	15.4	0.7	-14.2	3.5	1.2%
26	COCCNC(=O)c1cc2ncc(Br)cn2n1	-2.3%	-3.0	-1.5	-4.1	-12.0	-0.4	2.5	-0.2	0.5%
27	Cc1[nH]c2ccccc2c1C(=O)CCl	-4.7%	-1.1	-1.8	8.2	29.0	2.3	0.2	0.8	-1.0%
28	CN1C(=O)NC(c2cccc(O)c2)C(C(=O)c2cccs2)C1(O)C(F)(F)F (stereo not drawn)	-16.4%	-8.8	4.3	15.2	7.8	-1.4	8.4	8.3	-0.5%
29	COc1ccc(CNC(=O)Cc2ccc(OC)c(S(=O)(=O)N3CCOCC3)c2)cc1	-9.4%	-3.1	-5.1	3.6	-0.4	-0.2	12.2	1.4	1.1%
30	C=CCOc1ccc(CNc2ccc(NC(=O)CCC)cc2)cc1OCC	2.3%	-6.5	·	0.6	-11.6	0.1	-0.9	2.5	0.4%
31	CCC(=O)Nc1cccc(Br)c1	-15.2%	-2.2	-17.4	-11.8	10.2	0.5	-6.7	2.2	0.8%
32	CC1=C/C(=N\OC(=O)/C=C/c2ccccc2)C(C)=CC1=O	-5.9%	-2.6	1.0	-3.2	-27.4	-0.5	-4.2	-2.0	0.2%
33	COC(=O)c1ccc(NC(=O)CC2C(=O)N(c3ccccc3)C(=O)N2Cc2ccc(F)cc2)cc1 (stereo not drawn)	0.9%	-1.6	4.0	-0.5	-4.1	0.6	-9.7	-1.9	0.1%
34	Cc1ccccc1CC(=O)NCCN1CCCCC1	-8.4%	-0.3	-2.5	-2.8	1.8	1.0	-6.3	2.5	-0.9%
35	COC(=O)c1sc2c(c1C)c(=O)n(-c1ccccc1)c(=O)n2CC(=O)Nc1cccc(C)c1	-4.1%	-2.6	-19.9	4.7	-9.3	0.1	14.6	4.0	6.1%
36	CC(C)CCOC(=O)C1[C@H]2C(=O)N(Cc3cccs3)C[C@]23C=C[C@H]1O3 (stereo partly drawn)	-15.8%	-4.2	4.2	-5.4	5.2	-0.1	1.2	0.3	1.8%
37	N#CC1=C(N)SC(N)=C(C#N)C1c1c(Cl)cccc1Cl	-16.7%	-3.4	-25.0	1.9	1.2	-1.9	-6.6	7.6	13.5%
38	CCCS(=O)(=O)Nc1cc(-c2cn3ccc(C)cc3n2)ccc1C	249.9%[activator]	58.6*	-0.5	0.9	2.8	-2.8	-6.4	0.2	2.0%
39	CCn1c(SCC(=O)c2ccc(OC)cc2)nnc1C(C)NC(=O)c1ccc(OC)cc1 (stereo not drawn)	7.2%	-20.7	-8.7	-3.2	-0.2	-0.6	2.6	2.1	1.6%
40	O=C(CN(Cc1ccccc1)C1=NCCS1)c1ccccc1	0.5%	1.6	·	18.1	-0.6	-0.2	-16.3	4.2	0.8%
41	CS(=O)(=O)N(CC(=O)NCc1ccc2c(c1)OCO2)C1CCCCC1	-2.1%	-0.9	-9.9	5.2	2.1	0.1	-4.7	7.8	1.6%
42	CCn1ccc2cc(S(=O)(=O)N3CCC(C(=O)NCc4cccc(Cl)c4)CC3)ccc21	39.6%[activator]	2.6	-1.4	0.7	9.2	0.1	12.1	10.8	4.3%
43	CCN(CC)S(=O)(=O)c1cccc(-c2nnc(SCC(=O)c3cc(C)n(C4CC4)c3C)o2)c1	-21.1%	-6.0	0.7	-2.2	3.9	0.1	2.8	0.7	-0.1%
44	COc1ccc(NC(=O)CN(c2ccc(C)cc2)S(=O)(=O)c2cccs2)cc1	-1.1%	-2.5	·	2.2	15.7	-0.4	-14.6	1.2	1.9%
45	COc1cccc(C(=O)NC(=NCCc2c[nH]c3ccc(OC)cc23)Nc2nc(C)cc(C)n2)c1	-19.2%	-2.6	·	-1.9	-9.7	-3.4	-3.1	-0.5	-1.3%
46	O=C(CC12CC3CC(CC(Br)(C3)C1)C2)OCCN1CCCCC1	-9.0%	-2.5	-24.5	0.7	-5.6	0.5	10.6	4.5	-2.0%
47	O=C(NCc1ccc(Cl)cc1)c1cc2c(s1)CS(=O)(=O)C2	-8.2%	-7.4	35.2	4.6	1.7	-0.4	-5.7	2.6	-2.8%

Screening results as filed in PubChem.
